# TNAP activation fold – human TNAP enzyme activators, primary screen, biochemical, luminescent, no phosphate acceptor, uHTS (AID 1001); activation fold at 20 µM, or EC50 in µM where a hit was titrated; purified TNAP, luminescent activation assay, no phosphate acceptor; higher activation fold means a stronger effect; hit rate 0.03% among 200,000; in the data active means activation fold from about 3, or a potency from the dose series; inactive means the rest, 99 in 100 with activation fold below about 1.6; further: many of its hits are not listed in these tables
# PMI inhibition – human PMI inhibitors, high substrate, primary screen, biochemical, fluorescence intensity, high mannose 6-phosphate (AID 1220) | recombinant PMI enzyme, coupled fluorescence intensity; higher % means a stronger effect | hit rate 0.66% among 190,000 | inhibition, % at 20 µM, or IC50 in µM where a hit was titrated
# WT yeast gro inh – growth inhibition of WT yeast, mitochondrial fusion screen. mitochondrial fusion phenotypic screen, WT strain. inhibition, % at 10 µM. hit rate 2.1% among 190,000. AID 1362; in the data active means inhibition above about 58%; tested in S. cerevisiae
# RSV CPE inhibition – RSV antiviral activity via CPE protection, HEp-2 cells, primary 10 µM value included (AID 2391); one-dose CPE inhibition, % at 10 µM; IC50 in µM for titrated hits; hit rate 0.13% among 310,000; HEp-2 cells, RSV-induced CPE inhibition; higher % means a stronger effect; in the data active means a potency from the dose series; inconclusive means CPE inhibition mostly from about 23% at the one dose, without a potency; inactive means the rest, 99 in 100 with CPE inhibition below about 21%; further: strong numbers were not always called active
# SIAH1 antagonists – Siah-1 peptide-binding antagonists, primary screen, biochemical, fluorescence polarization, rhodamine-plectin, uHTS (AID 1817). Siah-1 / rhodamine-plectin peptide fluorescence polarization; higher % means a stronger effect. hit rate 0.02% among 290,000. one-dose displacement, % at 20 µM; IC50 in µM for titrated hits;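 active means displacement of at least 50% at 20 µM, with a fluorescence ratio check between 0.3 and a set limit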;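 further: plate controls were Siah plus tracer with DMSO for no effect and tracer alone without Siah for full effect; strong numbers were not always called active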
# Myeloid diff MLP – compounds promoting myeloid differentiation; ER-HoxA9 myeloid progenitors, lysozyme-GFP differentiation, flow cytometry; calls only at 10 µM; hit rate 1% among 360,000;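 active means normalized GFP-positive differentiation at or above the plate's own cutoff, the solvent-only control mean plus 3 SD; inconclusive means no clear call, values can overlap the other calls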;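 further: cells exposed to compound for four days before flow analysis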
# Salmonella PhoP GFP – inhibitors of PhoP regulon expression, primary screen, Salmonella Typhimurium, GFP reporter (AID 1863); S. Typhimurium PhoP-regulated promoter GFP reporter, 4 h; higher % means a stronger effect; inhibition, % at 50 µM; hits with a dose series show IC50 in µM; hit rate 0.16% among 300,000;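 active means inhibition over 29.93%, a cutoff 3 SD above the screen mean, later confirmed by dose response; inconclusive means inhibition over 29.93% but no dose response follow-up; inactive means inhibition at most 29.93% or unconfirmed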;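 further: 0% = low Mg2+ inducing control and 100% = high Mg2+ repressing control; strong numbers were not always called active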
# XIAP displacement – XIAP antagonists, biochemical, IAP family, fluorescence polarization (AID 1018) | one-dose displacement, % at 20 µM; IC50 in µM for titrated hits | XIAP BIR domain, fluorescence polarization peptide displacement; higher % means a stronger effect | hit rate 0.007% among 200,000; in the data active means displacement above about 50%; further: a part of the inactive calls stands beside numbers as strong as those of hits
# PMI inhibitors – MPI enzyme activity inhibition – biochemical, fluorescence intensity, coupled assay, primary screen (AID 1209). purified PMI enzyme, coupled fluorescence intensity; higher % means a stronger effect. inhibition, % at 20 µM; hits with a dose series show IC50 in µM. hit rate 0.42% among 190,000;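 further: plate controls were DMSO vehicle for no effect and wells lacking substrate for full effect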
# WT yeast gro inh mutant strain – recorded beside WT yeast gro inh, whose call it bears; inhibition, %; mitochondrial fusion phenotypic screen, mutant strain inhibition
# Myeloid diff MLP GFP+ MAC1+ % – recorded beside Myeloid diff MLP, whose call it bears; GFP+ MAC1+ double positive, %; measured here: differentiation confirmed by MAC1 staining
# * = called active by the depositor; i = inactive; u = inconclusive; x = no result given; + = active, no number. Unless noted, no stated cut-off is given here; in the data, active means inhibition above about 50%; inactive means the rest.
SMILES,TNAP activation fold,PMI inhibition,WT yeast gro inh,WT yeast gro inh mutant strain,RSV CPE inhibition,SIAH1 antagonists,Myeloid diff MLP,Myeloid diff MLP GFP+ MAC1+ %,Salmonella PhoP GFP,XIAP displacement,PMI inhibitors
CCN(CC)CCNCc1cc(Br)ccc1OCC(=O)NCc1ccccc1,1.2,-10%,1,8,-3.2%,-3%,i,0.3,-7%,-7.2%,-14%
CC(=O)N1CCC(C(=O)Nc2cc(C)cc(C)c2)CC1,x,x,x,x,0.2%,-1%,i,1.1,5%,x,x
CC1CCCCC12NC(=O)N(Cc1cc(=O)n3ccsc3n1)C2=O (stereo unspecified),x,x,x,x,-0.4%,4%,i,1.1,-6%,x,x
CC1(C)Cc2cccc(C(=O)NC3CCN(Cc4ccccc4)CC3)c2O1,x,x,x,x,2.5%,4%,i,0.6,-14%,x,x
Brc1ccccc1-c1nnc(COc2ncnc3ccccc23)o1,x,x,x,x,4.8%,5%,i,1.4,-3%,x,x
Cc1ccc(CNC(=O)/C(C#N)=C/c2ccc(C)s2)cc1,1,9%,11,4,0.8%,0%,i,0.5,17%,-4.1%,7%
CCOc1ccccc1N(C(=O)Nc1ccc(Cl)cc1)C1=NC(C)CS1 (stereo unspecified),1.1,2%,6,-9,1.7%,-8%,i,0.2,8%,-1.3%,14%
COc1ccc(CNC(=O)[C@H](C)NC(=O)C2CCN(S(=O)(=O)c3ccccc3)CC2)cc1,x,x,x,x,0.9%,-2%,i,3.4,4%,x,x
CCSc1nc2sccc2c(=O)n1-c1ccccc1,x,x,x,x,2.5%,-7%,i,1.2,4%,x,x
CCc1ccccc1NC(=O)c1sc2nc(C)cc(C)c2c1N,x,x,x,x,2.1%,5%,i,0.6,9%,x,x
CC(C)Oc1ccc(C(CC(=O)O)NC(=O)c2cccs2)cc1 (stereo unspecified),1.1,-11%,1,-4,0.5%,2%,i,11,3%,-23%,-10%
COc1ccc(NC(=O)c2ccco2)cc1NC(=O)c1ccc(C)cc1,1,14%,-12,-16,3.7%,-4%,i,0.4,-1%,-8.4%,7%
O=C(NCC1CCCO1)c1cc2ccccc2[nH]1 (stereo unspecified),1,1%,4,2,1.6%,8%,i,1.7,-3%,-1.6%,-10%
COc1ccc(Br)cc1S(=O)(=O)Nc1ccc(Cl)cn1,x,x,x,x,0.2%,-3%,i,0.1,9%,x,x
O=C(NCc1ccco1)C(=O)NCC1OCCN1S(=O)(=O)c1ccc(Br)cc1 (stereo unspecified),1,4%,7,-4,1.0%,4%,i,0.3,3%,-14%,-5%
CCOC(=O)N1CCN(CC(=O)Nc2ccc(F)c(F)c2)CC1,1,-23%,-3,-9,3.0%,-3%,i,0.9,3%,-5.1%,-25%
Cc1ccc(NC(=S)N2CCn3cccc3C2c2cccnc2)cc1 (stereo unspecified),1.1,19%,0,1,-1.5%,2%,i,0.1,0%,-3.7%,15%
CCCC(=O)c1cc(F)c(N2CCOCC2)cc1C,1,8%,-2,-5,9.2%,1%,i,1.9,0%,-5.6%,-3%
CC(C)(C)C(=O)Nc1sc(-c2ccccc2)cc1C(=O)O,x,x,x,x,14µM*,9%,i,1.2,-5%,x,x
CCc1ccc(NC(=O)CCn2c(=O)oc3ccccc32)cc1,1,0%,-2,-3,0.0%,-3%,i,1.1,-3%,-0.1%,-5%
CCOC(=O)CN1C(=O)S/C(=C/c2ccc(O)c([N+](=O)[O-])c2)C1=O,0.7,3%,8,16,7.1%,-1%,i,0.3,-5%,-0.1%,-9%
COc1cc(/C=C/C(=O)OCC(=O)Nc2ccc(NC(C)=O)cc2)cc(S(=O)(=O)N2CCc3ccccc32)c1OC,1.1,10%,-31,12,7.9%,14%,i,0.3,4%,-6.2%,14%
CCC(Sc1nc(C)cc(C)n1)C(=O)Nc1ccc(S(N)(=O)=O)cc1 (stereo unspecified),x,x,x,x,-0.1%,-4%,i,0.2,2%,x,x
O=C(N/N=C/c1ccc(Br)s1)c1c[nH]c2ccccc12,1,8%,-20,3,42%,-9%,i,0.8,1%,-4.6%,-7%
O=C(Cc1ccccc1)Nc1ccc(NC(=O)c2ccccc2)nc1,x,x,x,x,0.7%,1%,i,1.9,9%,x,x

# Marked active in RSV CPE inhibition (from the list above):
mol	TNAP activation fold	PMI inhibition	WT yeast gro inh mutant strain	RSV CPE inhibition	SIAH1 antagonists	Myeloid diff MLP GFP+ MAC1+ %	Salmonella PhoP GFP	XIAP displacement	PMI inhibitors
CC(C)(C)C(=O)Nc1sc(-c2ccccc2)cc1C(=O)O	x	x	x	14µM*	9%	1.2	-5%	x	x

# An excerpt from above in order of their number in Myeloid diff MLP GFP+ MAC1+ %, falling:
Compound	Myeloid diff MLP GFP+ MAC1+ %
Cc1ccc(CNC(=O)/C(C#N)=C/c2ccc(C)s2)cc1	0.5
COc1cc(/C=C/C(=O)OCC(=O)Nc2ccc(NC(C)=O)cc2)cc(S(=O)(=O)N2CCc3ccccc32)c1OC	0.3
CCOc1ccccc1N(C(=O)Nc1ccc(Cl)cc1)C1=NC(C)CS1 (stereo unspecified)	0.2

# (list continues)
SMILES,TNAP activation fold,PMI inhibition,WT yeast gro inh,WT yeast gro inh mutant strain,RSV CPE inhibition,SIAH1 antagonists,Myeloid diff MLP,Myeloid diff MLP GFP+ MAC1+ %,Salmonella PhoP GFP,XIAP displacement,PMI inhibitors
CC1CCN(C(=S)Nc2ccc(SC(F)F)cc2)CC1,1.1,0%,16,16,0.4%,4%,i,1.3,-5%,-0.1%,0%
COc1ccc2[nH]c(C)c(CCN(Cc3cccs3)C(=S)Nc3cccc(F)c3)c2c1,1.1,19%,-1,-19,6.9%,-5%,+,11*,-106%,-3.2%,20%
CCN(C(=O)CSc1nc2n[nH]c(C)c2c(=N)n1-c1ccc(Cl)c(C)c1)c1cccc(C)c1,x,x,x,x,1.1%,6%,i,2.9,11%,x,x
CN(Cc1ccno1)Cc1cn(C)nc1-c1ccc(Oc2ccccc2)cc1,1.1,15%,25,21,2.3%,2%,i,0.4,-4%,-7.6%,26%
COC(=O)c1ccc(NC(=O)CSc2nnc(COc3ccc4c(c3)CCCC4)o2)cc1,1.1,-12%,-3,-31,0.0%,1%,i,5.1,-10%,-4.7%,-8%
C=CCC1(CC=C)CCCN1C(=O)C1CCC(=O)N(CCc2ccccc2)C1 (stereo unspecified),x,x,x,x,-0.6%,-4%,i,1.5,6%,x,x
CC(C)C(c1nnnn1C1CCCCC1)N1CCc2ccccc2C1 (stereo unspecified),0.7,-20%,14,10,3.0%,-1%,i,1.6,-8%,-3.5%,-34%
Cc1cccc(NC(=S)NNC(=O)c2sccc2C)c1,1.1,-22%,1,14,1.2%,-2%,i,0.5,6%,-5.4%,-20%
CCC1CCCCN1C(=O)Cn1c(=O)n(CCCC(=O)NCc2ccco2)c(=O)c2sccc21 (stereo unspecified),x,x,x,x,0.7%,2%,i,1.1,10%,x,x
Cc1cccc(OCC(=O)OCC(=O)N2CCN(C(=O)c3ccco3)CC2)c1C,x,x,x,x,2.7%,1%,i,1.0,-3%,x,x
Clc1ccc(C2=NNC(=NCc3ccc4c(c3)OCO4)SC2)cc1,1.1,-17%,61*,1.6*,4.9%,2%,i,0.9,19%,-5.0%,-8%
COCCn1c(SCC(=O)NCc2ccccc2)nc2ccccc21,x,x,x,x,2.8%,-3%,i,1.0,-7%,x,x
COc1ccc(OCCn2c(N)nc3ccccc32)cc1,x,x,x,x,8.1%,3%,i,0.1,13%,x,x
COc1cccc(CN2CCNC(=O)C2CC(=O)NCCc2ccccn2)c1 (stereo unspecified),1.1,10%,5,15,0.2%,5%,i,0.4,1%,-14%,5%
CCOC(=O)N1CCC(=NNC(=O)COc2ccc(C#N)cc2)CC1,1.1,16%,-1,-1,1.1%,2%,i,0.7,10%,-18%,19%
O=c1cc(NCC2CCCO2)[nH]c(=O)n1-c1ccc(Cl)cc1 (stereo unspecified),1.1,-4%,9,10,2.0%,0%,i,2.9,5%,-4.7%,-2%
CCCN(CCC)C(=O)C1CCN(c2cc(C)nc3c(-c4ccc(OC)c(OC)c4)c(C)nn23)CC1,1,15%,16,14,4.9%,3%,i,1.9,2%,-6.2%,12%
Cc1cc(C)cc(N(C(=O)CNC(=O)c2cccs2)C(C(=O)NC2CCCC2)c2cccnc2)c1 (stereo unspecified),1,1%,15,12,-2.0%,-2%,i,1.5,-11%,-1.6%,-3%
COc1ccc(C(=O)C2CCCN(C(=O)c3ccc(OC)o3)C2)c(C)c1 (stereo unspecified),x,x,x,x,2.0%,-1%,i,0.7,-5%,x,x
O=C(CSc1ccccc1)N1CCCC(N2CCN(c3ccccc3)CC2)C1 (stereo unspecified),x,x,x,x,-0.9%,-3%,i,1.7,12%,x,x
Cc1ccc(NC(=O)CN2CCC(C(=O)c3ccc(F)cc3)CC2)cc1,1.1,-2%,-2,-3,20%,10%,i,1.3,-2%,0.9%,0%
Cc1ccc(OCC(=O)Nc2ccc(N3CCOCC3)cc2)cc1,1.2,-1%,-6,4,-1.9%,0%,i,0.8,0%,2.8%,4%
COc1ccccc1Oc1coc2cc(O)ccc2c1=O,1.1,-4%,1,-5,1.6%,0%,i,1.1,8%,-4.0%,3%
Cc1[nH]n(-c2ccccc2)c(=O)c1N=Nc1ccc(F)cc1,x,x,x,x,6.1%,0%,i,0.9,6%,x,x
COc1cccc(CNc2ccc(S(=O)(=O)Nc3nccs3)cc2)c1O,1.1,0%,14,16,3.0%,-1%,i,0.7,-4%,-6.2%,15%
Cc1ccc(NC(=O)CN(C)C(=O)Cn2ncc(Cl)c(Cl)c2=O)cc1,1.1,-10%,-8,9,-0.9%,0%,u,x,-4%,-4.3%,-7%
Cc1cc(C)c(NS(=O)(=O)c2ccc3c(c2)NC(=O)CCS3)c(C)c1,x,x,x,x,0.0%,-2%,i,0.6,6%,x,x
CN1CCN(c2ccc(NC(=O)c3ccc4ccccc4c3)cc2)CC1,x,x,x,x,-1.4%,-9%,i,1.2,-2%,x,x
Cc1ccccc1Nc1nc(N2CCOCC2)nc(N2CCOCC2)n1,x,x,x,x,6.3%,2%,i,1.9,-4%,x,x
CCC(=O)Nc1ccc(S(=O)(=O)Nc2cccnc2)cc1,1,-8%,-1,4,1.2%,-2%,i,6.4,8%,-3.2%,1%

# 3 entries drawn at random from the list so far, as already listed:
SMILES,TNAP activation fold,PMI inhibition,WT yeast gro inh,WT yeast gro inh mutant strain,RSV CPE inhibition,SIAH1 antagonists,Myeloid diff MLP,Myeloid diff MLP GFP+ MAC1+ %,Salmonella PhoP GFP,XIAP displacement,PMI inhibitors
COCCn1c(SCC(=O)NCc2ccccc2)nc2ccccc21,x,x,x,x,2.8%,-3%,i,1.0,-7%,x,x
CCN(C(=O)CSc1nc2n[nH]c(C)c2c(=N)n1-c1ccc(Cl)c(C)c1)c1cccc(C)c1,x,x,x,x,1.1%,6%,i,2.9,11%,x,x
CN1CCN(c2ccc(NC(=O)c3ccc4ccccc4c3)cc2)CC1,x,x,x,x,-1.4%,-9%,i,1.2,-2%,x,x

# Assay outcomes deposited in PubChem BioAssay by several laboratories.

# An unsorted share of the library (roughly 3.1% active in at least one column).
